From PubChem BioAssay
HCV inhibitor – HCV inhibition; Huh7.5.1 HCVcc-Cre infection, luciferase reporter, 44 h; Potency, µM (series often up to 41.8 µM), without a hit: top-dose activity change, negative = inhibition, hits mostly inhibitors; actives 3.4% (n = 340,000); note: potency is the fitted concentration of half-maximal effect
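Infectious HCV cell culture screen: compound-treated cells (1,000/well, pre-plated 4 h) are infected with HCVcc-Cre at roughly 0.5 moi and grown 44 h. Infection is quantified by luciferase signal after 15 min substrate incubation at room temperature.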
AmpC inh detg – inhibitors of E. coli AmpC beta-lactamase with detergent. P00811. Potency, µM (series often up to 114 µM), inactives show at the highest dose activity change, negative = inhibition, actives largely listed as inhibitors. actives 0.041% (n = 370,000). AmpC hydrolysis of nitrocefin, absorbance 480 nm, 0.01% Triton;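 note: potency is the fitted concentration of half-maximal effect; 0% = no-compound wells and -100% = no-enzyme wells; nearly all actives have a fitted effect of over 25% in size; some results filed as inactive show a strong effect at the top dose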
Target sequence (P00811 whole entry, looked up): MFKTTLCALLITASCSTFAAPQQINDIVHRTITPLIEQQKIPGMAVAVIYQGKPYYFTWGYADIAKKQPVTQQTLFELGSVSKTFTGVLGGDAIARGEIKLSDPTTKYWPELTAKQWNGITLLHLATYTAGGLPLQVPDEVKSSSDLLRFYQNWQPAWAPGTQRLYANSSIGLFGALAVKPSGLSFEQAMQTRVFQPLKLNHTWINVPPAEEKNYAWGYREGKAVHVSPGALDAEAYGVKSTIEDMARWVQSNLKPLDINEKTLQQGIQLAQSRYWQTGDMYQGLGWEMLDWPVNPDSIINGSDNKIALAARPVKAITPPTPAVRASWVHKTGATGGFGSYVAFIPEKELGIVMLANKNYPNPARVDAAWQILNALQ
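20 mM phosphate pH 7.0 + 0.01% (detergent screen) or 0.0001% Triton X-100; 5.3 nM AmpC reagent; cpd preinc 15 min RT; nitrocefin (800 uM stock) to start; A480 q20 s × 4 min; Activity was normalised to no-enzyme and no-compound control wells.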
FBPA Giardia inh – blocks Giardia fructose-bisphosphate aldolase activity; A8B2U2; Potency, µM (titrated, usually from 59.6 µM), inactives show at the highest dose activity, negative = inhibition, hits mostly inhibitors; AID 2451; purified Giardia FBPA; actives 0.71% (n = 290,000); note: potency is the fitted concentration of half-maximal effect; nearly all actives have a fitted effect of over 55% in size
Target sequence (A8B2U2 whole entry, looked up): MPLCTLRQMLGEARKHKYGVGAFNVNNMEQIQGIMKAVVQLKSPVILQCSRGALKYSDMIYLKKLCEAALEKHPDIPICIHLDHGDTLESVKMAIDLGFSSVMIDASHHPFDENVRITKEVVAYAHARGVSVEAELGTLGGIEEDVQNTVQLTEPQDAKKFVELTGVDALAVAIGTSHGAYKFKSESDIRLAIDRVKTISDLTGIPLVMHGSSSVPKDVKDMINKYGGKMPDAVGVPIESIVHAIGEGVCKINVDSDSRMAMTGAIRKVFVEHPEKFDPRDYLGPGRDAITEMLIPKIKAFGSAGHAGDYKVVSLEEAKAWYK
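Giardia FBPA (40 nM reagent) was preincubated 10 min at RT with compound (up to 57.5 uM final), then substrate plus GAPDH/TPI/NAD/arsenate coupling system with diaphorase/resazurin was added; resorufin fluorescence (525/598 nm) was read after 20 min.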
HCMV inh – blocks human cytomegalovirus replication; actives 4.5% (n = 410,000); activity change, negative = inhibition, % at 57.5 µM; HFF cells, HCMV-luciferase reporter, 72 h; stronger effect = lower value; in the data active = activity change below about -60%; inconclusive = no clear call, values can overlap the other calls; inactive = above about -39%
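Human foreskin fibroblasts infected with luciferase-reporter HCMV at MOI 1 PFU/cell, compounds at two doses. Luciferase measured 72 h post infection; normalized to buffer-only basal and Salinomycin (10uM) controls.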
Sm TGR block – S. mansoni TGR enzyme inhibition. Q962Y6. purified TGR, DTNB reduction, TNB absorbance 405 nm. Potency, µM (series often up to 114 µM), inactives show top-dose activity change, negative = inhibition, hits mostly inhibitors. actives 3% (n = 360,000); note: potency is the fitted concentration of half-maximal effect; nearly all actives have a fitted effect of over 60% in size
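TGR 20 nM + NADPH 100 uM (dispensed conc.), cpd preinc 15 min RT; start with NADPH (500 uM addition) then DTNB (15 mM addition). Kinetic TNB absorbance, 405 nm filter. Four-parameter Hill fit across titration.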
AMA1 RON2 block – disrupts binding of P. falciparum AMA1 to RON2; AlphaScreen AMA1-biotinylated RON2 peptide binding; Potency, µM (series often up to 58.2 µM), inactives show at the highest dose activity change, negative = inhibition, hits mostly inhibitors; actives 0.2% (n = 360,000); AID 720542;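 note: potency is the fitted concentration of half-maximal effect; 0% = vehicle wells and -100% = peptide control; nearly all actives have a fitted effect of over 45% in size; some results filed as inactive show a strong effect at the top dose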
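AMA1 (3D7) with his tag at 25 nM final met compounds first, then biotinylated RON2 peptide at 25 nM; detection used donor plus acceptor beads, 10 µg/mL apiece, read by AlphaScreen after 30 min at room temperature.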
An asterisk follows results filed as active; ? = inconclusive; / = not tested or not shown; [ ] = remark or other dose. Unless noted, calls come from the whole dose curve; as a rule, active = well fitted curve in the direction sought with a large enough effect; inconclusive = small, poorly fitted or top-dose-only effect, or another doubt; inactive = no such curve, though single readings can be large; an effect the other way counts as inactive or inconclusive. Unless noted, % is set by controls: 0 for no effect and ±100 for the full control effect.

SMILES | HCV inhibitor | HCMV inh | AmpC inh detg | Sm TGR block | AMA1 RON2 block | FBPA Giardia inh
CCN(CC)C(=O)c1cn(-c2ccccc2)nc1-c1ccc2c(c1)OCCO2 | -27% | -5 | 4% | / | -4% | -1%
CC1(C)CC(=O)c2c(Cc3ccccc3)n[nH]c2C1 | 3% | -29 | 0% | 11% | 0% | 3%
Cc1cccc(OCCOc2ccc(/C=N/NC(=O)Cc3nnc(N)s3)cc2)c1 | 1% | ? | -2% | -11% | / | 19%
Cc1ccc2nc(SCc3nc(-c4ccccc4C)no3)[nH]c2c1 | / | -35 | 5% | 1% | / | /
C=C(C)[C@@H]1CCC2(C(=O)O)CC[C@]3(C)[C@H](CC[C@@H]4[C@@]5(C)CCC(=O)C(C)(C)[C@@H]5CC[C@]43C)[C@@H]12 (stereo partly specified) | ? | ? | -6% | -8% | -8% | -5%
CCCCCCCCS(=O)c1sc2nc3c(cc2c1N)CCCC3 (stereo unspecified) | 10% | 35 | / | / | 5% | /
Cn1c(=O)c2c(nc(N3CCN(c4ccccc4)CC3)n2CCCc2ccccc2)n(C)c1=O | ? | -10 | -14% | -1% | 1% | 3%
O=S(=O)(NC1CCCCC1N1CCOCC1)c1ccc(Cl)cc1 (stereo unspecified) | -4% | -28 | 9% | 15% | -4% | 0%
O=C(NCCC1=CCCCC1)c1c(O)nc2sccn2c1=O | ? | / | -4% | -4% | 14% | /
COc1ccccc1NC(=O)COC(=O)C1CCCC1 | 1% | 20 | / | / | 19% | /
Cc1c(N=C/C=C2\N(C)c3ccccc3C2(C)C)c(=O)n(-c2ccccc2)n1C | -5% | -13 | -3% | 2% | -7% | 0%
O=C(COC(=O)COc1ccccc1)Nc1ccc(Br)cc1F | 16% | -10 | / | / | 20% | /
CSc1ccccc1NC(=O)c1ccc(C)o1 | 5% | -18 | -14% | -5% | -5% | 2%
CC(C)N1CC2=C(OC(N)=C(C#N)C2c2cccnc2)/C(=C/c2cccnc2)C1 (stereo unspecified) | 17% | 7 | -10% | -20% | -3% | ?
CC(=O)c1cnc2c(-c3ccccc3)c(C(F)(F)F)nn2c1C | -3% | 1 | -2% | -14%[57.1 µM] | 23% | 5%

The list continues:
SMILES | HCV inhibitor | HCMV inh | AmpC inh detg | Sm TGR block | AMA1 RON2 block | FBPA Giardia inh
CN(Cc1ccccc1)C(=O)c1cccc(NC(=O)Cc2ccc(NC(=O)C3CCCN(C(=O)CCc4ccccc4)C3)cc2)c1 (stereo unspecified) | -18%[8.37 µM] | -2 | / | / | -5% | /
CCCCSc1nnc(-c2ccc(C)cc2)n1C | -18% | -23 | -6% | 11% | -8% | /
CCCCCCCCn1c(N2CCN(c3cccc(Cl)c3)CC2)nc2c1c(=O)[nH]c(=O)n2C | -11% | 87 | -7% | -13% | -6% | 5%
Cc1ccccc1N1CCN(C(=S)c2ccc([N+](=O)[O-])cc2)CC1 | -9% | -31 | 6% | -2% | ? | 1%
CN(C(=O)c1ccc(NC(=O)Cc2ccc(NC(=O)C3CCCN(C(=O)C4CCC4)C3)cc2)cc1)C1CCCC1 (stereo unspecified) | -12% | 9 | / | / | -7% | /
CCOC(=O)C1CCCN(C(=O)c2cccc(S(=O)(=O)N(C)c3ccc(OC)cc3)c2)C1 (stereo unspecified) | 15% | 14 | -4% | -1% | 30%[activator] | /
NS(=O)(=O)c1ccc(CCNC(=O)COC(=O)CCSc2ccc(Cl)cc2)cc1 | 15% | 29 | -3% | 3% | 20% | 1%
O=C(NCc1cccc(C(F)(F)F)c1)C1CCC(=O)N(C2CCCCCC2)C1 (stereo unspecified) | -11% | -15 | 5% | -2% | -3% | -4%
CC(=O)N(CN1C(=O)C2CC=CCC2C1=O)c1cccc(Cl)c1 (stereo unspecified) | -4% | 46 | ? | -20% | -7% | 0%
O=C(CN1CCN(c2ccc(O)cc2)CC1)NCC(=O)Nc1ccc(F)c(F)c1F | 9% | 0 | -11% | -31% | 20% | /
CCN(CC(=O)NCc1cccs1)C(=O)c1ccc(NS(=O)(=O)c2cccc([N+](=O)[O-])c2)cc1 | -4% | -7 | ? | -4% | 11% | /
Clc1cccc(Oc2ncc(CN3CCOCC3)s2)c1 | 14% | 54 | -1% | 2% | -18% | 3%
CCC(C)NC(=O)Cn1c(=O)n(-c2ccc(OC)c(OC)c2)c(=O)c2ccccc21 (stereo unspecified) | / | 9 | 3% | -5% | / | /
CC(C)C[C@H]1CNC(=S)N1CC1CCN(CC2CCC(C(C)(C)C)CC2)CC1 (stereo partly specified) | ? | -19 | / | / | 28% | /
CN(C)c1ccc(NC(=O)c2cccc(N3C(=O)C4C5C=CC(C5)C4C3=O)c2)cc1 (stereo unspecified) | -2% | ? | -1% | ? | -3% | -23%

Reprinted from the part before: two compounds, then new ones.
SMILES | HCV inhibitor | HCMV inh | AmpC inh detg | Sm TGR block | AMA1 RON2 block | FBPA Giardia inh
CC(C)C[C@H]1CNC(=S)N1CC1CCN(CC2CCC(C(C)(C)C)CC2)CC1 (stereo partly specified) | ? | -19 | / | / | 28% | /
CN(C)c1ccc(NC(=O)c2cccc(N3C(=O)C4C5C=CC(C5)C4C3=O)c2)cc1 (stereo unspecified) | -2% | ? | -1% | ? | -3% | -23%
CCC(CC)C(=O)N1c2ccc(F)cc2CCC1C (stereo unspecified) | 10% | -33 | ? | 0% | -8% | 5%
CN(C)c1ccc(/C=N/NC(=O)CCCCCNC(=O)c2ccccc2)cc1 | 22% | 0 | 4% | 3% | -10% | 0%
CCCCNC(=O)C1CCN(S(=O)(=O)c2ccc3c(c2)CC(C)N3C(=O)C2CC2)CC1 (stereo unspecified) | -10% | 26 | -11% | -1% | 17% | -1%
Cc1cc(C)cc(NC(=O)Cn2cc(C(=O)C3CCCCC3)c3ccccc32)c1 | / | -28 | 25% | 1% | / | /
CSc1ccccc1C(=O)Nc1ccc2c(c1)OCO2 | 3% | 101 | 2% | -16% | 0% | -9%
COc1ccc(CNC(=O)COc2ccc(F)cc2)cc1 | 0% | 36 | 3% | 4% | -6% | 0%
CCc1ccc(NC(=O)CSc2nnc(-c3cccs3)n2CC)cc1 | -28% | -12 | -12% | 11% | -5% | -12%
COc1ccc(-c2ccc3c(c2)S(=O)(=O)c2cccc(C(=O)N4CCN(c5c(Cl)cncc5Cl)CC4)c2C3=O)cc1OC | ? | 34 | / | / | 2% | /
O=C(c1ccc2c(c1)OCO2)N1CCN(S(=O)(=O)c2ccccc2)CC1 | -1% | 28 | 6% | 2% | 9% | /
CC(C)[C@H](NS(=O)(=O)c1ccccc1)C(=O)OCC(=O)Nc1ccccc1Sc1ccccc1 | -1% | ? | ? | -1% | -1%[2.32 µM] | -5%
COc1ccc(O[C@H]2C=C[C@@H](c3ccccc3)O[C@@H]2COC(=O)CC/C(C)=N/O[C@@H](C)c2cn([C@H](CO)Cc3ccccc3)nn2)cc1 | 4%[8.37 µM] | / | -20% | -16% | / | -2%
Fc1cccc(Cl)c1CSc1ccc2nnc(-c3ccccn3)n2n1 | -26% | ? | -5% | -7% | -7% | 5%
Cc1cc(C)c2c(=O)cc(CSCC(=O)Nc3ccccc3Cl)[nH]c2c1 | / | 18 | 15% | 3% | / | /
O=C(CSc1ccc(-c2ccccc2)nn1)N1CCCCC1 | -1% | 23 | -4% | 16% | 10% | -3%
Cc1cc(=O)oc2cc(OCC(=O)OCC(=O)N(CCC#N)c3ccccc3)ccc12 | 10% | 5 | 3% | 1% | -2% | 1%

(more compounds)
SMILES | HCV inhibitor | HCMV inh | AmpC inh detg | Sm TGR block | AMA1 RON2 block | FBPA Giardia inh
O=C(NCC(c1ccc(F)cc1)N1CCOCC1)c1ccc(-c2ccccc2)cc1 (stereo unspecified) | -14% | 41 | / | / | -3% | /
COc1ccc(S(=O)(=O)n2ccc(-c3cnc(-c4ccccc4)s3)n2)cc1 | ? | 62 | -15% | 17% | 24% | -11%
Cc1ccccc1Nc1nc(-c2sc(NC(=O)c3ccccc3)nc2C)cs1 | / | / | -8% | -2% | / | -14%
Cc1cccc(CNC(=O)CCc2nnc(C3CCCCC3)o2)c1 | 12% | 27 | 8% | 10% | -3% | -2%
Cc1cc(NC(=O)CCC(=O)N(CC(C)C)C(C(=O)NC(C)(C)C)c2ccccc2Cl)no1 (stereo unspecified) | 0% | 16 | ? | 2% | 2% | 4%
CCN(C(=O)CSc1nc(C)c(C)c(C)n1)C1CCS(=O)(=O)C1 (stereo unspecified) | 12% | 10 | / | / | -4% | /
O=C(CN1C(=O)COc2ccc(Cl)cc21)Nc1ccc(N2CCOCC2)cc1 | -8% | -18 | 5% | -48% | 6% | /
COC(=O)C(Cc1ccccc1)NC(=O)CCC(=O)NC(C)CCc1ccccc1 (stereo unspecified) | 6% | -8 | ? | -26% | 6% | -4%
CC(C)CCN(N=O)[C@@H](Cc1ccccc1)CN(N=O)[C@@H](Cc1ccccc1)CN(C)N=O | ? | 25 | 0% | -16% | -1% | -13%
CC1CCN(C(=O)/C(=C/c2ccccc2Cl)c2ccccc2)CC1 | 3% | -17 | -6% | 8% | -18% | 16%
CCOC(=O)c1ccc(NC(=O)C2C3CCC(C3)C2C(=O)O)cc1 (stereo unspecified) | ? | 26 | ? | -2% | 0% | 20%
Cc1oc(C(=O)Nc2ccc(C(=O)O)cc2)cc1COc1ccccc1 | 10% | 42 | -2% | -26% | -7% | 3%
O=C(NCc1nc2ccccc2[nH]1)C1=C[C@H](c2ccc3c(c2)OCO3)C[C@H](OCCCCO)O1 | ? | 0 | 1% | -6% | 45%[activator] | -2%
Nc1nc2ccc(-c3nc4ccccc4o3)cc2s1 | ? | 46 | -1% | -4% | -12% | 3%
Cc1nc2nc(C)c(NS(=O)(=O)c3ccc(C4CCCCC4)cc3)c(=O)n2[nH]1 | -9% | -37 | 0% | -8% | -5% | -10%

(further entries)
SMILES | HCV inhibitor | HCMV inh | AmpC inh detg | Sm TGR block | AMA1 RON2 block | FBPA Giardia inh
CCN(CC1CCCO1)C(=O)c1cc(COc2ccccc2SC)on1 (stereo unspecified) | 0% | 41 | -6% | -27% | -14% | /
c1ccc(-n2c(Cc3cccnc3)nc3cnccc32)cc1 | 6% | 33 | / | / | 5% | /
S=C1NC2(CCCC2)N=C1c1ccccc1 | 23% | -34 | -7% | -3% | 16% | 1%
O=C(NC(=S)Nc1cccc2c(O)cccc12)c1cccc(Br)c1 | ? | ? | -18% | -23% | 42%[activator] | ?
CC(=NNC(=O)c1ccncc1)c1cccc(Cl)c1 | 3% | -14 | / | / | 77%[activator] | /
CSc1ccccc1NC(=O)CCn1c(=O)oc2ccccc21 | 1% | -5 | 4% | 2% | 2% | -2%
CCN(CC)CCNC(=O)CSc1nc2nc(C)c(Cc3ccccc3)c(C)n2n1 | / | -3 | 11% | 4% | / | /
CCCCn1c(N)c(N(CCOC)C(=O)COC(=O)COc2cccc(C(C)=O)c2)c(=O)[nH]c1=O | 6% | -19 | ? | -4% | 12% | /
CC(C)OCCCN1CN(S(=O)(=O)c2cccc(Cl)c2)c2nc3ccccc3nc21 | -20% | 31 | 1% | 7% | -2% | 2%
COc1cc([N+](=O)[O-])cc(/C=N/NC(=O)c2cc(-c3ccccc3)nc3ccccc23)c1O | ? | -11 | -2% | 7% | 110%[activator] | 5%
CC(=O)c1ccc(NC(=O)CSc2cn[nH]n2)cc1 | -11% | -17 | -3% | 7% | -10% | 1%
O=C(O)CSc1nnc(Cn2nnc3ccccc32)n1CCc1ccccc1 | 21% | 22 | ? | 1% | -14% | 19%
